# eLon inh: inhibitors of E. coli Lon protease, primary screen, biochemical, fluorescence polarization. purified E. coli Lon protease. 360,000 compounds, 0.42% hits. P0A9M0. AID 602123, 2011. inhibition, % at 7.94 µM; in the data active = inhibition above about 13%, passing the limit was not always enough;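 note: 0% = enzyme with probe and DMSO and 100% = no enzyme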
# MsrA act: bovine MsrA enzyme activators, primary screen, biochemical, absorbance, HTS; purified bovine MsrA, absorbance read-out; activation, % at 10.6 µM; Methionine sulfoxide reductase A (Bos taurus); AID 602163, 2012; 360,000 compounds, 0.3% hits; in the data active = activation above about 7.5%;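 note: 0% = vehicle and 100% = reference activator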
# SUMO1-SIM PPI: modulators of SUMO1 protein-protein interactions, primary screen, biochemical, uHTS | 360,000 compounds, 0.33% hits | SUMO1 binding to a labelled peptide, TR-FRET, 1 h | AID 602429, 2012 | inhibition, % at 20 µM; in the data active = inhibition above about 37%
# Target sequence (P63165 whole entry, looked up): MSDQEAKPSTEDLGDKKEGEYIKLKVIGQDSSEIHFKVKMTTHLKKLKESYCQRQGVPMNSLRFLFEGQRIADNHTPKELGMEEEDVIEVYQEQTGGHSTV
# STEP inh: STEP phosphatase inhibitors, primary screen, biochemical, fluorescence intensity, uHTS | inhibition, % at 20 µM | recombinant STEP, OMFP fluorogenic substrate | 360,000 compounds, 0.25% hits | Tyrosine-protein phosphatase non-receptor type 5 (Homo sapiens), P54829;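 active = inhibition at 20 µM, scaled per plate between control wells, above about 37%, limit read from the data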;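 note: 0% = DMSO with enzyme and substrate and 100% = substrate only without enzyme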
# Target sequence (P54829 whole entry, looked up): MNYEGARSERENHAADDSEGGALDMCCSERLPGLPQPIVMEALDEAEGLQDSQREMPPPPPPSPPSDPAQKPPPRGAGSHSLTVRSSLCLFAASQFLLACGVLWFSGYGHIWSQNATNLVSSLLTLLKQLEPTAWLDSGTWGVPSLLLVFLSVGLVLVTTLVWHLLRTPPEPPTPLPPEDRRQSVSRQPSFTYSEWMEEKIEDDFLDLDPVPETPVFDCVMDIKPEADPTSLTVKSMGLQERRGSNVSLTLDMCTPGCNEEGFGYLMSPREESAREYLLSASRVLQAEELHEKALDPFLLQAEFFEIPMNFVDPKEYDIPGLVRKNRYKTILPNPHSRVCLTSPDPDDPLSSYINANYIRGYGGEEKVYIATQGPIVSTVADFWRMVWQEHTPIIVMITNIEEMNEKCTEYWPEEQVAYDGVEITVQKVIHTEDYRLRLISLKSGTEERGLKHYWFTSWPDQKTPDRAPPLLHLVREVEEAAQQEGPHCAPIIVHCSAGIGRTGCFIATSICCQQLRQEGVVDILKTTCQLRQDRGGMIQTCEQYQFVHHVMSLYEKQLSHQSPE
#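 Material: STEP (striatal-enriched tyrosine phosphatase) enzyme, cell-free; Compound dosing: 20 µM single dose in 1% DMSO; Technique: fluorescence read at 480 nm ex / 540 nm em; Times: reaction 20 min, ambient temperature; Medium: 50 mM Bis-Tris pH 6.0 with 2.5 mM DTT and 0.005% Tween 20; Also added: OMFP at 25 µM.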
# Tb MetRS inh: T. brucei MetRS inhibitors, primary screen, biochemical, luminescence; methionyl-tRNA synthetase (Trypanosoma brucei brucei); purified T. brucei MetRS, ATP depletion, Kinase-Glo luminescence; inhibition, % at 11.9 µM; 360,000 compounds, 0.4% hits; AID 624268, 2012;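 active = inhibition above a per-plate cutoff of the control wells' mean inhibition plus 3 SD, cut at about 5.5% in these data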;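 note: 0% = DMSO wells median and 100% = median of wells with control inhibitor compound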
#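 Assay system: T. brucei methionyl-tRNA synthetase, purified | Medium: HEPES buffer with MgCl2, KCl, DTT, spermine, BSA, pyrophosphatase | Compound: 11.9 µM single point | Incubation: 15 min enzyme-compound preincubation, 2 h reaction, 10 min detection, 25 °C | Measured by: Kinase-Glo luciferase luminescence reporting remaining unconsumed ATP | Measure: % inhibition normalized to control-well medians | Replication: Singlicate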
# CendR NRP1 mod: modulators of CendR peptide binding to NRP-1, primary screen, biochemical, fluorescence polarization, uHTS. AID 602438, 2012. inhibition, % at 25 µM. FAM-RPARPAR peptide binding to NRP-1. 360,000 compounds, 0.85% hits;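 active = inhibition or corrected inhibition above about 18%, plus a signal ratio from 0.5 to 1.5, limit read from the data, passing the limit was not always enough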; note: strong numbers were not always called active
# LMPTP block: LMPTP phosphatase inhibitors, primary screen, biochemical, fluorescence intensity, uHTS | AID 651560, 2012 | recombinant LMPTP-A, OMFP fluorogenic substrate | inhibition, % at 20 µM | 360,000 compounds, 0.22% hits;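 active = compounds that cut the enzyme signal by at least half of the control window in the single-dose screen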;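 note: plate controls were DMSO wells with enzyme plus substrate for no effect and substrate without enzyme for full effect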
# Target sequence (P24666 whole entry, looked up): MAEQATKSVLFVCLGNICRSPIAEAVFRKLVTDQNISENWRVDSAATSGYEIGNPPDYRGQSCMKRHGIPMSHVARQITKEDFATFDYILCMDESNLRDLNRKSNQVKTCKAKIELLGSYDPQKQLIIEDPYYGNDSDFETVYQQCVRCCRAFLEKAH
#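 Material: LMPTP-A; amount: 0.625 nM enzyme; doses: single 20 µM dose; times: reaction 50 min, room temperature, dark; technique: fluorescence intensity of OMFP turnover product; benchmarks: no-enzyme and uninhibited controls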
# Scp1 inh: Scp-1 phosphatase inhibitors, primary screen, biochemical, colorimetric, uHTS. Carboxy-terminal domain RNA polymerase II polypeptide A small phosphatase 1 (Homo …. Recombinant Scp1, phosphopeptide, malachite green phosphate absorbance. inhibition, % at 20 µM. 340,000 compounds, 0.88% hits. AID 493091, 2011;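 active = inhibition above about 50% at 20 µM, limit read from the data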;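 note: plate controls were DMSO wells with enzyme for no effect and wells lacking enzyme for full effect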
# Target sequence (Q9GZU7 76-261 limits assumed): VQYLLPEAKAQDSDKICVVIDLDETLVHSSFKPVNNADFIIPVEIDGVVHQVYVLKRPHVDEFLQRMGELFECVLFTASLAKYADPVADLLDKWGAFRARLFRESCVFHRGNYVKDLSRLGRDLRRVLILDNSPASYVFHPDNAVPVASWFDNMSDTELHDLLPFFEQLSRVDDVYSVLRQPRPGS
#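 Test system – truncated SCP-1 phosphatase (76-261aa) · Reagent – Phosphorylated 17-residue peptide substrate · Incubation – 45 min room-temperature reaction, 5 min colour, 30 min stabiliser · Detection – colorimetric phosphate reagent with accelerator and stabiliser, absorbance at 630 nm · Measure – % inhibition at 20 µM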
# DNMT1 block: human DNMT1 methyltransferase inhibitors, primary screen, biochemical, molecular beacon, fluorescence, HinP1I cleavage, uHTS; inhibition (reported as % activation of signal), % at 10 µM; 360,000 compounds, 0.83% hits; in the data active = inhibition above about 50%
# MsrA inhibitor: bovine MsrA enzyme inhibitors, primary screen, biochemical, absorbance, HTS | inhibition, % at 15.5 µM | purified bovine MsrA, absorbance read-out | 360,000 compounds, 0.75% hits; in the data active = inhibition above about 4.5%;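 note: 0% = vehicle wells with enzyme and 100% = reference inhibitor wells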
# * hit, by the source's call; . = no result given.
SMILES,eLon inh,MsrA act,SUMO1-SIM PPI,STEP inh,Tb MetRS inh,CendR NRP1 mod,LMPTP block,Scp1 inh,DNMT1 block,MsrA inhibitor
CCOC(=O)Cc1csc(NC(=O)COc2c(C)cccc2C)n1,3,1,-1,-1,0.0,19,-0.2,-17,0,1.4
O=c1c(Cc2c(F)cccc2Cl)c(O)ccn1Cc1ccc2c(c1)OCO2,-7,-4,-2,3,-0.1,-1,0.6,1,0,-0.6
NS(=O)(=O)c1ccc(NC(=O)COc2ccc(S(=O)(=O)N3CCCC3)cc2)cc1,4,2,9,1,-0.3,-2,0.0,-1,2,0.5
CCOC(=O)c1ccc(CN(Cc2ccc(C)cc2)S(=O)(=O)c2cccc([N+](=O)[O-])c2)cc1,-2,-4,-1,0,-0.3,6,0.1,-3,8,-0.3
O=C1OCCN1C(=O)[C@H]1[C@H](c2ccccc2)C(c2ccc(F)cc2)=NN1c1ccc(Br)cc1,-13,-12,0,2,-2.1,-29,0.5,-4,-11,1.5
CCOc1cccc2cc(C(=O)N3CCc4ccccc4C3)c(=O)oc12,-4,-5,-9,-4,-0.7,3,-0.5,-8,-6,1.5
COCCn1c(SCC(=O)N2CCCc3ccccc32)nnc1-c1ccoc1C,-1,-2,-1,2,0.1,-1,-0.9,-2,-1,4.0
Cc1cc(NC(=O)c2ccc([N+](=O)[O-])o2)ccc1NC(=O)c1ccco1,-7,-5,-12,0,-0.5,-2,1.2,6,-4,2.8
CN(Cc1ccc(Br)s1)C(=O)CNC(=O)c1ccc2c(c1)OCO2,-3,-3,4,3,0.1,-6,-0.7,-6,0,-0.6
O=C(c1ccccc1)c1ccc(-c2ccc(O)cc2)cc1,-2,-2,4,-2,0.2,3,1.2,1,1,-1.2
COCCN(C(=O)COC(=O)/C=C/c1ccc(C(F)(F)F)cc1)c1c(N)n(Cc2ccccc2)c(=O)[nH]c1=O,-6,-1,0,-1,-0.5,-1,0.7,58*,4,-1.9
C[C@H]1CN([C@@H](C)CO)C(=O)CCCn2nncc2CO[C@@H]1CN(C)Cc1cccc(O)c1,-8,-2,2,-3,-0.7,-9,-3.7,.,6,-1.1
CN(CC(=O)Nc1ccncc1)S(=O)(=O)c1ccccc1,2,-3,3,3,-0.4,-7,-0.3,-10,-1,-1.3
CCn1c(COc2cccc3ccccc23)nnc1SCC(=O)OC1CCCCC1,-10,-3,2,2,0.2,-8,3.1,2,-7,0.3
C=CCN1CCN(C(c2cccc(OC)c2OC)c2nnnn2CCC(C)C)CC1 (stereo unspecified),-4,-1,4,-2,0.1,6,-1.4,-11,2,-0.6

# Filtered by structure: the entries above containing fluorine
SMILES,eLon inh,MsrA act,SUMO1-SIM PPI,STEP inh,Tb MetRS inh,CendR NRP1 mod,LMPTP block,Scp1 inh,DNMT1 block,MsrA inhibitor
O=c1c(Cc2c(F)cccc2Cl)c(O)ccn1Cc1ccc2c(c1)OCO2,-7,-4,-2,3,-0.1,-1,0.6,1,0,-0.6
O=C1OCCN1C(=O)[C@H]1[C@H](c2ccccc2)C(c2ccc(F)cc2)=NN1c1ccc(Br)cc1,-13,-12,0,2,-2.1,-29,0.5,-4,-11,1.5
COCCN(C(=O)COC(=O)/C=C/c1ccc(C(F)(F)F)cc1)c1c(N)n(Cc2ccccc2)c(=O)[nH]c1=O,-6,-1,0,-1,-0.5,-1,0.7,58*,4,-1.9

# The list goes on:
SMILES,eLon inh,MsrA act,SUMO1-SIM PPI,STEP inh,Tb MetRS inh,CendR NRP1 mod,LMPTP block,Scp1 inh,DNMT1 block,MsrA inhibitor
O=C(CSc1nnc2c(n1)[nH]c1ccccc12)Nc1ccc(S(=O)(=O)Nc2ncccn2)cc1,18*,-4,6,0,2.1,-30,0.8,-7,0,1.6
O=C(NCC1CCCCC1)c1cc([N+](=O)[O-])ccc1Cl,-2,-4,-28,1,-0.3,-3,1.0,-4,-2,-0.8
COc1ccc(OC)c(C2=NOC(C(=O)Nc3cc(C)nn3-c3ccccc3)C2)c1 (stereo unspecified),4,-2,-2,1,0.1,3,-0.2,-14,2,1.2
O=C(COC(=O)c1cccc([N+](=O)[O-])c1)NCc1ccc2c(c1)OCO2,-4,2,-21,1,-0.1,5,-0.2,-1,0,-0.9
C/C(CC(=O)N1CCN(C=O)CC1)=N\NC(=O)c1ccc(Br)cc1,-2,-9,1,0,-0.8,4,-1.0,2,9,0.6
O=C1Nc2ccccc2N=C(c2ccccc2)C1N1CCOCC1 (stereo unspecified),-3,-2,0,-7,0.4,-14,-0.4,-15,0,0.4
O=C(Nc1ccc2c(c1)OCO2)C(c1ccccc1)N1CCCCC1 (stereo unspecified),-3,1,1,1,-0.2,7,-0.7,-9,-2,0.5
Cc1cc(Cl)ccc1NC(=O)CN1C(=O)NC2(CCCC2)C1=O,3,-4,3,-1,-0.1,5,-1.4,-1,0,-0.6
CCCCC1(C)NC(=O)N(CC(=O)Nc2ccc(Cl)cc2C)C1=O (stereo unspecified),-10,-5,3,0,-0.3,0,-0.1,-4,8,0.2
Cc1cccc(C)c1NC(=O)C(c1ccccc1)N1CCOCC1 (stereo unspecified),-2,-4,1,-1,0.2,-3,-1.3,-11,3,-0.1
Cc1cc(NC(=O)NN2CCOCC2)nn1-c1c(Cl)cccc1Cl,4,-9,-3,0,-0.9,12,-1.7,11,1,0.2
CCc1ccc2[nH]c(=O)c(CN(CCN(CC)CC)C(=O)NC3CCCCC3)cc2c1,-3,2,6,-5,0.2,4,0.4,6,-1,0.2
CCN=C1S/C(=C\c2ccc(-c3cccc(C(=O)O)c3)o2)C(=O)N1CC,-7,-9,-2,2,-0.6,-38,2.3,42,18,.
C[C@@H]1CN([C@H](C)CO)C(=O)CCCn2cc(nn2)CO[C@H]1CN(C)C(=O)C1CC1,2,-3,1,1,-1.3,14,-2.5,.,-1,-1.1
O=C(C[n+]1ccc(Cc2ccccc2)cc1)Nc1ccccc1,-1,-2,-5,-2,-0.6,4,-0.2,-4,0,-0.7
COc1ccccc1CNS(=O)(=O)N(C)C,7,-2,-3,-1,0.1,18,-0.7,-4,6,1.8
Cc1nnc2ccc(N3CCCC3)nn12,4,-1,-5,-1,-0.2,-2,-1.6,-5,-22,0.7
O=C1CCc2cc(Br)ccc2O1,4,1,-3,1,-0.2,-10,-0.9,-5,5,0.3
CC(C)Oc1ccc2ccccc2c1CNC[C@H]1O[C@@H](n2cnc(C(N)=O)n2)[C@H](O)[C@@H]1O,-4,-4,-4,3,0.0,-3,-2.3,0,1,0.9
Cc1cc(C)n(CC(=O)NC2C(=O)N3C(C(=O)O)=C(CSc4nnc(C)s4)CSC23)n1 (stereo unspecified),5,3,1,0,-0.2,-2,0.8,21,13,1.2
CCOC(=O)C1C(=O)CC(=O)C(C(=O)OCC)C1c1ccc(O)cc1 (stereo unspecified),-7,-9,3,-2,0.2,-8,-1.7,.,7,0.3
COc1ccc(OC)c(-c2cc(C(=O)Nc3c(C)nn(Cc4ccccc4)c3C)no2)c1,0,3,2,-1,0.1,5,2.5,6,-6,1.2
COc1cccc2cc(C(C)N(CCCN3CCOCC3)C(=S)Nc3ccc(C)c(C)c3)oc12 (stereo unspecified),6,-1,3,5,-0.1,2,-0.5,-8,-2,-0.9
CC(C)(C)n1cnc2cc(NCc3ccccc3O)ccc21,1,-9,1,-1,-0.9,0,-0.1,0,-7,-0.8
CCOC(=O)/C(C(N)=NC)=C(\O)c1ccccc1,8,-3,-2,-3,-0.5,-16,-1.1,-2,4,0.7
CC(C)n1cnnc1SCC(=O)Nc1cccnc1Cl,8,-5,7,1,-0.3,5,-1.7,-8,0,-0.1
O=C(OCc1ccccc1)N1CCC2CC1c1cc(N3CCNCC3)ccc12 (stereo unspecified),1,-6,-1,-1,-1.5,-9,-1.3,.,1,-0.7
Cc1oc(C(C)(C)C)cc1C(=O)Nc1cccc(/C=C\C(=O)O)c1,3,-2,0,2,0.6,3,0.2,3,1,0.9
O=C(O)c1ccc(-n2cc(-c3cc4ccccc4oc3=O)[nH]c2=S)cc1,8,-4,-3,10,0.5,-30,3.3,84*,-2,0.4
CCOc1cccc(C(=O)Nc2nccs2)c1,-7,-4,0,-4,-0.5,15,-1.8,1,0,0.8
CN(C)CC(C)(C)CNc1ccc(S(=O)(=O)N2CCCC2)cn1,-4,0,0,-2,-0.2,11,-4.0,-15,1,-0.3
CCCOc1ccc(C2c3c(oc4ccccc4c3=O)C(=O)N2CCCN2CCOCC2)cc1 (stereo unspecified),8,-2,-7,1,-0.2,-12,-1.8,-8,-8,-0.5
O=C(CCS(=O)(=O)Cc1ccccc1)Nc1nncs1,0,-10,5,-1,-1.0,-6,-0.6,12,2,0.1
Cc1cccc(-n2c(Cc3cc(=O)[nH]c(=O)[nH]3)nnc2SCC(=O)N2CCc3ccccc32)c1,3,-4,1,-2,-0.7,14,0.2,-5,0,0.5
CCN(c1ccccc1)S(=O)(=O)c1ccc(C(=O)Nc2ncccc2C)cc1,-1,-9,-26,-1,-0.6,8,-7.5,2,-3,-0.3
CC(=O)N1CCc2cc(S(=O)(=O)NCCC(=O)N3CCc4ccccc4C3)ccc21,-11,-11,-18,10,-1.1,11,-2.7,-2,2,.
Cc1ccc(S(=O)(=O)N2CCC(C(=O)OCC(=O)N(CC(C)C)C3CCS(=O)(=O)C3)CC2)cc1C (stereo unspecified),-3,-3,3,0,-0.4,-8,-0.3,2,0,0.2
O=C(Nc1ccc2c(c1)OCO2)C1CCN(C(=O)c2cccs2)CC1,-4,-1,1,-2,-0.5,-3,0.5,2,-4,-0.4
O=S(=O)(Cc1ccccc1)C1CCCCC1O (stereo unspecified),-2,-2,2,2,-0.5,2,-1.0,-5,4,-0.1
O=C(NN=Cc1ccccc1Cl)c1ccc([N+](=O)[O-])cc1,5,-2,-6,-4,-0.3,19,-0.4,-12,6,-1.6
COCCNC(=O)c1sc(=O)n(Cc2ccc(SC)cc2)c1C,-3,-2,0,1,-0.2,6,0.7,.,3,-0.8
CCCCCn1c(SCC(=O)CC(=O)OCC)nc2cc(C(=O)N3CCC(C(N)=O)CC3)ccc2c1=O,4,-5,-1,3,-0.6,-14,-0.3,-6,0,1.6

# High-throughput results deposited in PubChem BioAssay by several laboratories.

# No enrichment for hits; 4.3% or so of the library scored in one or more.
